High-throughput results: PubChem BioAssay, National Center for Advancing Translational Sciences (NCATS)
TCR activator: activates T cell receptor signaling | Potency, µM (doses to about 9.22 µM), for inactives: at the highest dose activation of IL-2 secretion, hits mostly activators | AID 504894 | 330,000 tested, under 10 active | primary human leukocytes, anti-CD3, IL-2 HTRF, 48 h; also: % of control where 0% means no effect
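IL-2 produced over 48 hr by a-CD3 bead-stimulated primary human leukocytes exposed to compounds was detected with a homogeneous time-resolved FRET immunoassay, 665nm acceptor signal after 320nm excitation.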
BCR signal inh: blocks chronic active B-cell receptor signaling; ABC-DLBCL IkBa-CBG/CBR reporter, luminescence ratio, 4 h; Potency, µM (top dose mostly 46.1 µM), without a hit: at the highest dose ratio change, negative = lower green/red ratio, usual class: inhibitors; 0.05% of 340,000 active; active = well fitted inhibition curve with a large enough effect in the signal ratio, with a control signal flat, not every such curve was filed as active; inconclusive = small, poorly fitted or top-dose-only effect, or effect the other way, or a change in a side signal; the % refers to the signal ratio;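 also: potency is read from the fitted curve at half-maximal effect; plate controls were basal doxycycline-induced cells for no effect and cells given 10 µM MG132 for full effect; MG132 reads +100%, hits lower the ratio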
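Doxycycline induced both beetle luciferases in TMD8 lymphoma cells; IKK-driven degradation limits the IkappaBalpha-fused green signal, while red luminescence normalises for cell number and nonspecific effects. Compounds tested up to 46 uM, 4 hrs.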
B2AR arrestin: beta2AR (human) beta-arrestin recruitment activity; P07550; beta-arrestin recruitment to beta2AR, cell-based reporter; Potency, µM (doses to about 46.1 µM), without a hit: at the highest dose activation, hits mostly activators; 0.02% of 330,000 active;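 also: potency is read from the fitted curve at half-maximal effect; 0% = DMSO controls and full agonism = EC100 isoproterenol or metaproterenol; nearly all actives have a fitted effect of over 65% in size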
TSHR antagonist: human thyrotropin receptor antagonism. TSHR-expressing cells, TSH-stimulated cAMP HTRF, 2 h; hits give low values. activity change, negative = inhibition, % at 11.5 µM. 0.2% of 330,000 active. AID 504810;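 active = activity change below a set negative limit, meaning inhibition stronger than a set level, cut at about -70% in these data; inconclusive = activity change between two set negative limits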; also: % is scaled to controls: 0 for no effect and ±100 for the full control effect
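Inhibition of cAMP made by TSHR-expressing cells under TSH stimulation (4nM final, EC80; 2 h, 37 deg C) is quantified with a one-step lysis HTRF kit, anti-cAMP cryptate versus cAMP-d2.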
USP2a block: inhibitors of human ubiquitin-specific protease USP2a; O75604; USP2 core, Ub-CHOP2 coupled fluorogenic reporter, 485/531; Potency, µM (series often up to 38.3 µM), for the others: at the top dose activity change, negative = inhibition, actives largely listed as inhibitors; 0.01% of 330,000 active;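 also: potency is read from the fitted curve at half-maximal effect; plate controls were DMSO wells for no effect and full inhibition by NEM control for full effect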
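USP2 core (10nM final) preincubated 30min RT with compound in 20mM Tris-HCl pH 8.0, 2mM CaCl2, 2mM beta-mercaptoethanol, 0.05% CHAPS; 25nM Ub-CHOP2 plus 25nM reporter substrate added, fluorescence (Ex485/Em531) read after 60min.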
uPA generation: cell surface uPA generation inhibition. cell surface uPA generation assay, qHTS. Potency, µM (highest dose often 38.3 µM), without a hit: at the highest dose activity change, negative = inhibition, usual class: inhibitors. 0.31% of 330,000 active. AID 540303; active = well fitted inhibition curve with a large enough effect; inconclusive = small, poorly fitted or top-dose-only effect; inactive = no such curve, though single readings can be large or run the other way; tested in mouse RAW 264.7 cells; also: potency is read from the fitted curve at half-maximal effect; % is scaled to controls: 0 for no effect and ±100 for the full control effect; nearly all actives have a fitted effect of over 55% in size
TSG101-PTAP inh: blocks PTAP/TSG101 interaction to inhibit HIV-1 budding. Potency, µM (titrated, usually from 115 µM), for inactives: top-dose activity change, negative = inhibition, hits mostly inhibitors. 340,000 tested, under 10 active. Fluorescence polarization, FITC-PTAP peptide / Tsg101 binding. AID 493005; active = well fitted inhibition curve with a large enough effect in the main read-out, with a control signal flat, not every such curve was filed as active; inconclusive = small, poorly fitted or top-dose-only effect, or effect the other way, or a change in a side signal; inactive = no such curve, though single readings can be large or run the other way; also: potency is read from the fitted curve at half-maximal effect; % of control where 0% means no effect
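Compounds were pin-transferred onto Tsg101 binding domain (10 uM final) in HEPES pH 7.5 buffer, then FITC-PTAP peptide was added at 50 nM final. After 20 min at RT, polarization reported peptide displacement across a qHTS concentration series.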
Eya2 inh: Eya2 (human) phosphatase inhibition. O00167. recombinant Eya2, OMFP fluorescence dephosphorylation (OMFP is methylfluorescein phosphate). Potency, µM (titrated, usually from 76.9 µM), for inactives: top-dose activity, negative = inhibition, usual class: inhibitors. 0.006% of 330,000 active. AID 488837; also: potency is read from the fitted curve at half-maximal effect; % is scaled to controls: 0 for no effect and ±100 for the full control effect
Target sequence (O00167 whole entry, looked up): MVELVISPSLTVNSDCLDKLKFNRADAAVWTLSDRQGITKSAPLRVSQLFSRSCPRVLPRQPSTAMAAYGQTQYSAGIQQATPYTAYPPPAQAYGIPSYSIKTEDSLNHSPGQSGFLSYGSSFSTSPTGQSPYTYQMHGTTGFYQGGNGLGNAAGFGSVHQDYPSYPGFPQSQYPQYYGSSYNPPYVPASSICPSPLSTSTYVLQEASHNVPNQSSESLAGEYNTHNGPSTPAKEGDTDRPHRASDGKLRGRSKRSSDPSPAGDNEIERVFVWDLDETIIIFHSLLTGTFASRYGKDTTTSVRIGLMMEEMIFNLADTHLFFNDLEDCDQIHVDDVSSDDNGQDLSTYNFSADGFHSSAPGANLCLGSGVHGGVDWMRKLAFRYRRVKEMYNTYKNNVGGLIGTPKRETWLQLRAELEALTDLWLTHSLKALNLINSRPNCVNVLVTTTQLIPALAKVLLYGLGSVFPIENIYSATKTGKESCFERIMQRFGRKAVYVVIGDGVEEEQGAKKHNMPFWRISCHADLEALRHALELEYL
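Eya2 protein (added as 0.2 uM solution) was preincubated with compound for 10 min at ambient temperature in 50 mM HEPES pH 7.5, 50 mM NaCl, 5 uM MgCl2, 0.05% BSA, 1 mM DTT. OMFP (added at 50 uM) then reacted 10 min; fluorescence read at 485/525 nm.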
ELG1 DNA repair: ELG1-dependent DNA repair inhibition. HEK293T ELG1-luciferase reporter, luminescence, 16 h; DNA damage induced by 5-fluorouridine. Potency, µM (titrated, usually from 46.1 µM), for the others: top-dose activity change, negative = inhibition, most hits filed as inhibitors. 2.3% of 330,000 active. AID 504467; also: potency is read from the fitted curve at half-maximal effect; % is scaled to controls: 0 for no effect and ±100 for the full control effect; nearly all actives have a fitted effect of over 55% in size
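Luminescence from the luciferase reporter, measured 30 min after ONE-Glo reagent at room temperature, was the read-out. Beforehand, 2,000 cells per well were exposed for 16 hr at 37 °C to 5-fluorouridine together with compound or vehicle.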
Mito fusion act: mitochondrial division inhibition or fusion activation. S. cerevisiae fusion-defective mutant growth rescue, CellTiterGlo 48 h. Potency, µM (top dose mostly 46.1 µM), without a hit: at the top dose growth rescue (activation), most hits filed as activators. 0.23% of 320,000 active. AID 485298;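 also: potency is read from the fitted curve at half-maximal effect; % of control where 0% means no effect; nearly all actives have a fitted effect of over 45% in size; temperature-sensitive fusion mutants such as fzo1-1 at 37 °C on non-fermentable ethanol glycerol medium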
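Growth-rescue viability read-out: after 48 h at the non-permissive 37C in glycerol/ethanol YPEG, yeast mitochondrial fusion mutants are measured by CellTiterGlo luminescence; compounds (23 nl pinned per well) restoring growth score as division inhibitors or fusion activators.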
Tb PFK block: inhibitors of T. brucei phosphofructokinase; O15648; T. brucei PFK, ADP-Glo luminescence; Potency, µM (series often up to 57.5 µM), for inactives: at the highest dose activity, negative = inhibition, actives largely listed as inhibitors; 0.17% of 330,000 active; AID 485367;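 also: potency is read from the fitted curve at half-maximal effect; 0% = uninhibited 1x PFK enzyme wells and -100% = no-enzyme wells; nearly all actives have a fitted effect of over 60% in size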
Target sequence (O15648 whole entry, looked up): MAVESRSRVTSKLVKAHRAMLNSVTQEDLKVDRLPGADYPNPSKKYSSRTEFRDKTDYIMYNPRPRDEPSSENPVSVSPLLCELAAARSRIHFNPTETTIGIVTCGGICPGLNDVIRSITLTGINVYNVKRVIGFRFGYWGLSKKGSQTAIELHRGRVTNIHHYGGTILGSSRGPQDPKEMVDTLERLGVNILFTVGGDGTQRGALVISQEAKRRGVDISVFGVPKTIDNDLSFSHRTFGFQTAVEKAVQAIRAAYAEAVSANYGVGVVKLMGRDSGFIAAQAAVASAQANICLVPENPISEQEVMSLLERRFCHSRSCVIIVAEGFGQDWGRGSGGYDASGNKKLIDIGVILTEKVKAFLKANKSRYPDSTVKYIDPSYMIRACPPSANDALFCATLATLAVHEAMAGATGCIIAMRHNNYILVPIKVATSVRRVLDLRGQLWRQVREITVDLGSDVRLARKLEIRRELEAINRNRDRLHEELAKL
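Compounds were pin-transferred as a titration series up to 57 uM into substrate buffer (0.5 mM F6P, 0.1 mM ATP, pH 8.0), then 1.25 nM PFK was added and reactions ran 45 min before ADP-Glo detection.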
An asterisk follows results filed as active; u = inconclusive; x = no result given; [ ] = dose if it differs, or a comment. Unless noted, calls follow the shape of the dose curve; as a rule, active = well fitted curve in the direction sought with a large enough effect; inconclusive = small, poorly fitted or top-dose-only effect, or another doubt; inactive = no such curve, though single readings can be large; an effect the other way counts as inactive or inconclusive.

SMILES	TCR activator	BCR signal inh	B2AR arrestin	TSHR antagonist	USP2a block	uPA generation	TSG101-PTAP inh	Eya2 inh	ELG1 DNA repair	Mito fusion act	Tb PFK block
CCOC(=O)/C(=C/c1ccc(OC(=O)c2ccccc2)cc1)C(C)=O	1%	-1%	0.3%	2	2%	3%	-1%	-19%	u	-4%	-3%
Cc1cnccc1CN(C)C(=O)C1CCC(=O)N(Cc2ccccc2F)C1 (configuration not stated)	0%	-1%	-0.1%	4	3%	-11%	0%	-6%	u	-3%	1%
C=CCN1C(=O)C2C(C(=O)NC)C3C=CC2(O3)C1C(=O)NCc1ccc(OC)cc1 (configuration not stated)	-1%	1%	-0.4%	9	0%	-3%	-3%	14%	1%	5%	-2%
Cc1ccc(NC(=O)CCNC(=O)c2ccccc2Cl)cc1S(=O)(=O)N1CCOCC1	1%	u	0.2%	28	1%	7%	0%	4%	u	-1%	3%
COc1cccc(N2CCN(C(=O)c3nc4nc(C)cc(C)n4n3)CC2)c1	-8%	-3%	0.4%	3	2%	1%	0%	8%	-3%	5%	2%
Clc1ccc(OCCSc2ncccn2)cc1	1%	u	-0.2%	-8	3%	1%	-5%	17%	u	0%	-2%
CC(C)c1ccc(S(=O)(=O)N2CCN(C(=O)c3cccc(F)c3)CC2)cc1	4%	u	0.0%	2	-1%	2%	-3%	-5%	-19%	-3%	-5%
N#CC(C#N)=Cc1ccc(NC(=O)c2ccc(Br)cc2)cc1	-2%	-20%	-0.1%	-7	8%	-4%	-4%	-2%	u	4%	-6%
NS(=O)(=O)c1cccc(NC(=O)c2cccc(S(=O)(=O)N3CCCCCC3)c2)c1	-5%	-7%	0.0%	-13	3%	-2%	-4%	-12%	u	x	-1%
CC(C)n1cc(CN2CCCC(CNS(=O)(=O)c3cccc4cccnc34)C2)cn1 (configuration not stated)	5%	4%	3.4%	20	0%	4%	-1%	-12%	19%	2%	-19%
Cc1ccc(NC(=O)c2ccco2)c(NC(=O)Cc2cccs2)c1	-2%	-9%	-0.2%	0	-1%	x	-6%	-5%	-4%	-1%	0%
COc1ccc(CN2CCN(C(=O)CCC(=O)Nc3nnc(C(F)(F)F)s3)CC2)cc1F	-5%	u	0.4%	8	3%	-23%	-1%	-10%	16%	-15%	2%
CN1C(=O)c2ccc(N3CCCC3)cc2C1=O	-4%	-1%	0.5%	-12	-2%	x	-1%	-3%	u	8%	1%
O=C(COC(=O)c1ccccc1Br)Nc1cccnc1Cl	0%	u	0.1%	x	0%	0%	-2%	-6%	-20%	x	-6%
CC(=O)c1cnc(Nc2cccc(C)c2)s1	-5%	13%	-0.1%	5	3%	-12%	2%	5%	u	-3%	-5%
COC(=O)C1=C(C(=O)c2ccccc2)C(c2ccc(OC)c(OC)c2)Nc2nnnn21 (configuration not stated)	5%	5%	-0.5%	18	1%	1%	-3%	-26%	6%	0%	4%
COc1ccc(-c2cc(C(=O)Nc3ccc(F)cc3F)no2)cc1	-2%	-8%	0.5%	9	1%	7%	-1%	u	-13%	1%	2%
Cc1ccc(-c2nn(CC(=O)NN3CCOCC3)c(=O)c3ccccc23)cc1	-4%	u	-0.4%	-4	6%	0%	-2%	-4%	-7%	-2%	-1%
COCCNC(=O)c1onc(CCl)c1C(=O)OC	-1%	u	-0.5%	26	3%	u	-6%	-6%	6%	2%	-1%
Clc1cccc(Cl)c1CSc1nnc(CN2CCOCC2)n1-c1ccccc1	1%	12%	-0.6%	-16	2%	-1%	-2%	14%	-5%	1%	3%
O=C(COc1ccccc1)NN1C(=O)CSC1=S	-2%	1%	-0.2%	0	6%	-4%	0%	1%	8%	-4%	-6%
CN1CCN(CC(O)COc2ccccc2)CC1 (configuration not stated)	-1%	1%	0.4%	9	3%	7%	u	8%	7%	-1%	-4%
CCOc1ccc(CNC(=O)C2Cc3cc(S(=O)(=O)N4CCCC4)ccc3N2C(C)=O)cc1 (configuration not stated)	2%	2%	0.1%	0	5%	1%	-9%	1%	17%	-3%	-5%
O=C(CCN1C(=O)/C(=C/c2ccccc2F)SC1=S)Nc1ccccn1	7%	-5%	0.1%	-10	-1%	0%	-4%	16%	-4%	0%	3%
COc1cc(NC(=O)c2cccc(C)c2)c(OC)cc1NC(=O)CN1CCOCC1	-6%	6%	0.4%	4	0%	9%	-4%	0%	u	4%	1%
New compounds follow
SMILES	TCR activator	BCR signal inh	B2AR arrestin	TSHR antagonist	USP2a block	uPA generation	TSG101-PTAP inh	Eya2 inh	ELG1 DNA repair	Mito fusion act	Tb PFK block
N#C/C(=C\c1cccnc1)c1nc2c(s1)CCCC2	-2%	u	-0.1%	4	4%	-7%	-6%	-10%	u	10%	-4%
CCCn1c(NCc2ccccn2)nc2ccccc21	0%[46.1 µM]	-1%	-0.3%	4	-2%	-1%	-5%	0%	u	2%	-4%
OC(COc1ccc(Cl)cc1Cl)Cn1ccnc1 (configuration not stated)	5%	-2%	0.2%	-9	1%	0%	-4%	-9%	8%	-1%	-1%
CC(=O)c1cc(O)c2ccccc2c1O	5%	u	-1.0%	-11	-1%	14%	-3%	11%	u	-25%	-1%
CCCCCOc1ccc(C(=O)Nc2ccc(S(=O)(=O)Nc3cc(C)on3)cc2)cc1	-2%	u	-0.3%	-24	5%	-1%	0%	-17%	-11%	0%	2%
CCN(CC)c1ccc(/C=N/NC(=O)Nc2nonc2N)cc1	-2%[46.1 µM]	-5%	-0.2%	9	1%	-3%	0%	-5%	u	24%	2%
c1ccc(Cn2ccnc2-c2ccco2)cc1	0%	2%	-0.2%	-2	0%	4%	4%	-1%[15.4 µM]	u	-11%	-2%
CCOC(=O)[C@H]1[C@H]2COc3ccc(Br)cc3[C@H]2N2C(=O)CNC(=O)[C@@]12C	7%	2%	0.2%	-18	0%	-1%	-1%	-18%	-8%	13%	0%
CN(c1ccc(OCC(=O)OCC(=O)c2c(N)n(C)c(=O)n(C)c2=O)cc1)S(=O)(=O)c1ccc2ccccc2c1	-2%	-2%	0.0%	-1	4%	-1%	2%	-24%	8%	6%	-2%
NNC(=O)c1ccc(CN2C(=O)c3cccc4cccc2c34)cc1	4%	5%	0.0%	-11	8%	4%	3%	5%	9%	-5%	-2%
Cc1cc(C(=O)NNS(=O)(=O)c2cccc(Cl)c2)nn1C(C)(C)C	2%	-13%	-0.1%	2	5%	-8%	-2%	-5%	3%	14%	-1%
COc1ccc(NC(=O)c2cnn(-c3ccccc3)c2C)c(OC)c1	-4%	1%	-0.2%	16	-2%	3%	-1%	4%	19%	3%	0%
COc1ccc(C2C=C(c3ccc(F)cc3)NC(=S)N2)cc1OC (configuration not stated)	2%	-3%	0.0%	-3	-1%	-7%	-2%	-22%	u	-1%	-2%
Cc1cc(C)c[n+](C(C)C(=O)c2ccc(Cl)cc2)c1 (configuration not stated)	x	1%	-0.1%	-4	3%	-5%	-3%	1%	1%	-1%	0%
CN(C)/C=N/c1nc(-c2ccc3ccccc3c2)cs1	6%	u	-0.8%	2	0%	-6%	-1%	8%	u	-3%	-12%
O=C(NCCN1CCOCC1)c1cc(-c2ccccc2Cl)on1	-3%	u	-0.6%	0	1%	-4%	-3%	-9%	u	6%	-5%
CSC1=N/C(=C/c2cccnc2)C(=O)N1Cc1ccccc1	3%	u	-0.6%	1	-1%	0%	-1%	7%	1%	1%	-4%
Cc1cnc(C(=O)NCCc2ccc(C(F)(F)F)cc2)cn1	9%	-12%	0.0%	30	3%	1%	-1%	4%	1%	-3%	0%
O=C(NCCc1c[nH]c2ccccc12)/C(=C\c1cccnc1)NC(=O)c1ccco1	-13%[46.1 µM]	-2%	0.4%	2	1%	0%	-3%	-6%	-6%	-2%	-7%
CN(C)S(=O)(=O)c1ccc(Cl)c(NC(=O)CN2C(=O)NC3(CCCC3)C2=O)c1	7%	0%	0.4%	1	1%	0%	-1%	13%	-3%	0%	2%
Cc1ccccc1-c1nn(-c2ccc(F)cc2F)cc1CNC1CC1	0%	2%	-0.3%	-5	-1%	2%	-7%	-13%	10%	0%	-1%
